MC4R antagonist – human MC4R antagonism in cAMP assay; P32245; MC4R-expressing cells, MTII-stimulated cAMP, LANCE TR-FRET; inhibition, % at 6.5 µM; 360,000 compounds, 0.48% hits; AID 540295;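 active means inhibition above its plate's cutoff, the mean of tested wells on that plate plus 3 SD, cut at about 29% in these data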;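 further: 0% = Melanotan II alone and 100% = Melanotan II plus saturating MCL0020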
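Assay system: human MC4R-expressing U2OS cells; reagent: Melanotan II stimulation of cells; dosing: 6.5 µM single dose; timing: compound 30 min, challenge 1 h, detection 1 h; signal: TR-FRET cAMP assay; replicates: one well per compound, no replicates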
MC4R ag barr – activates human MC4R beta-arrestin recruitment | P32245 | U2OS MC4R beta-arrestin complementation, luminescence; percent of melanotan II response, DMSO zero | activation, % at 8.9 µM | AID 540308 | 360,000 compounds, 0.98% hits;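 active means activation above a per-plate cutoff, the mean activation of sample wells on that plate plus 3 SD, cut at about 8% in these data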
Granule exo inh – blocks lytic granule exocytosis. AID 651702. 360,000 compounds, 0.66% hits. inhibition, % at 10 µM. TALL-104 LAMP-1 surface exposure, flow cytometry; cells stimulated with thapsigargin and PMA;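 active means inhibition above about 55%, limit read from the data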
ABHD5 PLIN5 PPI – ABHD5-PLIN5 protein interaction inhibition | AID 602281 | 360,000 compounds, 0.78% hits | inhibition, % at 4 µM | Q00G26+Q8WTS1 | Split G. princeps luciferase complementation, luminescence, 4 h;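 active means inhibition above the mean inhibition across every tested compound plus 3 SD, cut at about 22% in these data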;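 further: 0% = DMSO only wells and the 100% control is not disclosed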
Target sequence (Q00G26 whole entry, looked up): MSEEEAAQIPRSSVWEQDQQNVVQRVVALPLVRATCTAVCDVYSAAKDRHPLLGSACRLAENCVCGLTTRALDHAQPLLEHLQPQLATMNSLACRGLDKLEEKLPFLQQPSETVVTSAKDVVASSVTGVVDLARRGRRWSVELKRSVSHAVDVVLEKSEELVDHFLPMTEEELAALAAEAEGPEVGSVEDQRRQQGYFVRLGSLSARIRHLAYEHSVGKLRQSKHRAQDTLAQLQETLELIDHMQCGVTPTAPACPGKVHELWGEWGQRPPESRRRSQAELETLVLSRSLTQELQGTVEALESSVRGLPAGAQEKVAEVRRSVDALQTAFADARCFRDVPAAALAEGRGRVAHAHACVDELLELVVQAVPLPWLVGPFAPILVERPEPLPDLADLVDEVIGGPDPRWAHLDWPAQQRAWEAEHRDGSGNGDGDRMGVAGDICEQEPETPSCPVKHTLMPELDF
Target sequence (Q8WTS1 whole entry, looked up): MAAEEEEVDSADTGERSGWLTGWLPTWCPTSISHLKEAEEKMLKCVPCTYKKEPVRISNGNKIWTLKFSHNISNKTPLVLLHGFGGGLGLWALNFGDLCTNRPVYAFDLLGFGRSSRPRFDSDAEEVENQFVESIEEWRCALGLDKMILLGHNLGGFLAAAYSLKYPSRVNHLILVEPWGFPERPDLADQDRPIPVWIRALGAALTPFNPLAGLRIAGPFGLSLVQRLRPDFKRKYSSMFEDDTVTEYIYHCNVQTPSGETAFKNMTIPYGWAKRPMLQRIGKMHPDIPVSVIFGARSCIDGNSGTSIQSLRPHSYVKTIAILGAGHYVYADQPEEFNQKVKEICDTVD
ABCB6 inh 2 – inhibitors of human ABC transporter ABCB6; 360,000 compounds, 0.19% hits; K562-ABCB6 porphyrin accumulation, flow cytometry, 1 h; hits give low values; fluorescence ratio to DMSO, % at 10 µM;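 active means fluorescence ratio to DMSO below 75%, the collection mean minus 3 SD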;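 further: signal is porphyrin accumulated inside mitochondria; 100% equals median channel fluorescence of DMSO control wells; lower ratio means ABCB6 inhibition with less porphyrin fluorescence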
aDG glyco act – alpha-DG glycosylation activation; 360,000 compounds, 0.22% hits; AID 624168; activation, % at 10 µM; Pro5-aDG cells, alpha-DG glycosylation AlphaScreen (IIH6); 0% Pro5, 100% B10-LARGE cell signal;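 active means activation of at least 8% versus controls, or a plate z-score of at least 8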;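 further: Pro5 are CHO cells carrying HIG-tagged alpha-DG that lacks glycosylation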
hiPSC survival – increases survival of single human iPS cells. survival enhancement, % at 20 µM. 360,000 compounds, 0.044% hits. hiPSC single-cell survival, ATPlite luminescence; 100% = ROCK inhibitor wells, 0% = DMSO. AID 602274; in the data active means survival enhancement above about 18%;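 further: cells exposed to compounds for 16 hours before the ATP read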
m5-HT2A agonist – activates the mouse 5-HT2A serotonin receptor. 360,000 compounds, 0.66% hits. activation, % at 7.6 µM. AID 624169. CHO-K1 mHTR2A beta-arrestin complementation, luminescence; percent of 30 µM serotonin response. P35363;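 active means activation above a run cutoff, the mean activation of all tested compounds plus 3 SD, cut at about 14% in these data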;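 further: 0% = plate median of compound wells and 100% = 30 µM serotonin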
N-glyco inh – N-linked glycosylation inhibition. D54 ERlucT glycosylation luciferase reporter, 24 h; percent of 100 nM tunicamycin response. reporter increase, % at 12.5 µM. 360,000 compounds, 0.23% hits;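 active means mean luciferase reporter signal, scaled so untreated is 0 and the glycosylation-blocking control 100, at or above a set limit in every replicate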;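 further: luciferase carries N-glycosylation sites so blocking glycosylation raises the light; 0% = median of neutral control wells and 100% = median of 100 nM tunicamycin wells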
Cardio protect – myocardial damage modulation in H9c2 cells | protection from H2O2 cell death, % at 20 µM | 360,000 compounds, 0.63% hits | H9c2 cardiomyocytes, H2O2 injury protection, ATPLite, 2 h;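 active means compounds giving at least 50% protection of heart cells from peroxide-induced death in the single-dose screen, raw or plate-pattern-corrected value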;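 further: 0% = DMSO wells with peroxide and 100% = DMSO wells without peroxide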
* marks the source's active call; other numbers are inactive results; x = no result given.

SMILES	MC4R antagonist	MC4R ag barr	Granule exo inh	ABHD5 PLIN5 PPI	ABCB6 inh 2	aDG glyco act	hiPSC survival	m5-HT2A agonist	N-glyco inh	Cardio protect
CN1CCN(S(=O)(=O)c2ccc(Cl)c3ccccc23)CC1	-4	-0.2	-2	7	98	0.1	-0.4	0	1	3
CSc1ccc(CN(C)CC(=O)Nc2ccc(C)cc2Br)cc1	-1	0.2	-3	-5	101	0.0	-0.4	-2	0	-15
FC(F)(F)c1cc(-c2ccco2)nc(N2CCOCC2)n1	-2	4.1	-2	-1	99	0.2	0.2	0	1	-5
COC(=O)c1cn(S(=O)(=O)c2ccccc2)c2ccccc12	3	1.7	8	3	94	0.0	-0.4	5	2	-5
COc1ccc(N2C(=O)/C(=C\c3ccco3)N=C2SCC(N)=O)cc1Cl	-6	-1.2	4	20	98	0.1	-1.3	-2	0	3
CCc1ccc(N(CC(=O)Nc2ccc(NC(C)=O)cc2)S(=O)(=O)c2ccccc2)cc1	16	-2.3	-2	3	101	0.0	-0.1	-5	-2	-1
COC(=O)c1ccc(C)c(NC(=O)CCNC(=O)c2ccc([N+](=O)[O-])cc2)c1	13	0.0	-4	-1	101	-0.3	-0.2	0	0	2
Cc1ccc(C)c(NC(=S)NCCSc2ccc(Cl)cc2)c1	4	1.9	1	-9	102	0.4	-3.1	-5	-1	-18
COc1ccc(NC(=O)CSc2nc3ccsc3c(=O)n2CCCCCC(=O)O)cc1	13	-2.8	3	0	100	0.8	0.6	-1	1	8
Cn1cccc1C(=O)NC(=O)COC(=O)C12CC3CC(CC(O)(C3)C1)C2	14	0.8	0	-1	104	-0.3	-1.7	-4	-4	-12
O=C(Cn1c2c(sc1=O)C1c3ccccc3OCC1CS2)Nc1ccc(Cl)c(Cl)c1 (stereo not drawn)	-3	3.9	-2	-16	101	0.1	-0.1	-3	-1	13
Cc1c(Cc2ccccc2)c(=O)oc2cc(OCC(=O)NC(Cc3ccc(Cl)cc3)C(=O)O)ccc12 (stereo not drawn)	5	1.2	0	-3	104	-0.1	-1.1	6	1	2
c1ccc(CN2CCC(Nc3ncnc4sccc34)CC2)cc1	3	2.0	0	-5	93	-0.2	-0.8	1	0	-2
CN(CC(=O)O)S(=O)(=O)c1ccc2c(c1)n(C)c(=O)c(=O)n2C	6	-1.3	0	0	101	0.0	-0.7	11	4	0
O=C(CSc1nnc(-c2ccco2)n1Cc1ccco1)NCc1ccccc1	5	-1.6	-3	-4	100	0.0	0.3	3	0	9
O=C(OC(C(=O)NCc1cccs1)c1ccccn1)c1cccs1 (stereo not drawn)	3	3.5	-5	-1	100	-0.2	-0.8	4	2	3
COc1ccc(OC)c(C(c2nnnn2CC2CCCO2)N2CCN(C)CC2)c1 (stereo not drawn)	4	1.2	1	-6	106	-0.3	-1.5	3	1	13
COc1ccc(CNC(=O)COC(=O)c2cc3ccccc3o2)cc1	1	-0.7	-10	3	99	0.9	0.6	1	1	-8
Cc1cccc(NS(=O)(=O)c2ccc(C)c(C(N)=O)c2)c1	-3	-1.4	1	-3	94	1.3	-1.5	1	-1	-8
Cc1ccc(CN2CCN(Cc3cnc(N(C)C)s3)CC2CCO)o1 (stereo not drawn)	-5	-2.8	2	6	104	-0.1	-0.1	0	0	-1
CCCOc1ccc(-c2nc(N3CCN(C)CC3)c3ccccc3n2)cc1	0	-0.7	53	15	94	0.7	-0.8	-12	-6	-15
CN(C(=O)CC(NC(=O)c1ccccc1Cl)c1ccccc1)c1ccccc1 (stereo not drawn)	-7	-2.1	-2	-10	97	0.2	-0.3	5	-4	15
O=C(COC(=O)C1CC2C=CC1C2)Nc1ccccc1F (stereo not drawn)	24	-1.2	3	1	95	0.2	-0.5	-4	0	0
CCc1ccc(OCc2nnc(NC(=O)c3cccs3)s2)cc1	3	-3.0	1	-1	97	-0.2	-2.0	-1	5	3
O=C(Nc1ccccc1)c1nc[nH]c1C(=O)NCCCCNC(=O)c1[nH]cnc1C(=O)Nc1ccccc1	8	1.4	-1	6	91	-0.6	-0.3	-4	1	81*
Oc1ccccc1/C=N/Nc1ccnc(SCc2ccccc2)n1	-6	5.2	6	-15	103	0.0	2.7	-3	3	33
CCCCn1c(N)c(N(CCOC)C(=O)COC(=O)CCOc2ccccc2C)c(=O)[nH]c1=O	-4	-0.5	3	-8	100	-0.3	0.2	2	0	2
CSc1ccc(/C=C/C(=O)OCC(=O)N(C)CCC#N)cc1	-8	-0.4	-2	4	103	-0.2	0.0	4	0	0
COC(=O)c1c(O)cc(=O)n2c1CCCCC2	24	-0.7	-2	1	104	0.2	-0.8	4	0	2
c1ccc(N2CCOCCOCCOCCOCCOCC2)cc1	-2	-1.6	-2	-6	100	-0.2	-0.8	-1	1	0
Cn1cnc(C(=O)N2CCN(c3ccccc3)CC2)c1C(=O)N1CCN(c2ccccc2)CC1	-5	-0.3	-1	-5	98	-0.1	1.4	-5	23	-5
Cc1nnc(NC(=O)c2sc3ccccc3c2Cl)s1	13	-3.0	0	6	92	-0.3	-3.3	3	-12	-23
CSc1ncccc1C(=O)N1CCN(S(=O)(=O)c2ccc3ccccc3c2)CC1	2	-0.4	3	-10	95	0.1	-0.4	4	-2	3
COc1ccc(-c2nc(CS(=O)CC(=O)NCc3ccc(F)cc3)c(C)o2)cc1 (stereo not drawn)	6	-2.6	40	-1	98	0.0	-0.4	3	1	0
Cc1cccc(-n2c(-c3ccncc3)n[nH]c2=S)c1C	2	-0.4	1	-4	103	-0.1	-0.8	1	1	0
COc1cccc(N(CC(=O)Nc2cccnc2)S(C)(=O)=O)c1	23	3.5	-2	-1	99	-0.4	-0.2	3	3	-5
Cc1nn(CC2CC2)c(=O)n1-c1ccc(F)cc1	13	-1.0	-1	4	99	-0.3	1.9	4	-1	2
CCOC(=O)N1CCN(CC(O)COCc2ccc(Cl)cc2)CC1 (stereo not drawn)	2	-1.2	1	4	100	-0.3	3.0	2	0	-9
Cc1cccc(C(=O)NNC(=O)CN2C(=O)c3ccccc3C2=O)c1	2	-1.9	-2	2	102	-0.1	1.1	0	2	0
COc1ccc(NC(=O)N2CCCCCC2)cc1	4	1.4	1	-4	90	-0.1	-0.3	0	3	-11
CCN(CC)C(=O)c1nc[nH]c1C(=O)N1CCC(C)CC1	6	-0.6	-3	-5	101	-0.2	-0.7	2	2	6
COc1ccc(N(CC(=O)NCc2cccc(OC)c2)S(=O)(=O)c2c(C)noc2C)cc1	6	-2.2	1	0	92	0.6	1.2	-5	2	1
O=C(O)c1cccc(S(=O)(=O)N(Cc2ccccc2)c2ccc(Cl)cc2)c1	16	0.8	5	-2	102	0.1	-0.4	-2	-1	5
NC(=O)C1CCN(C(=O)CN2C(=O)c3ccccc3S2(=O)=O)CC1	-3	-1.1	3	-2	103	-0.2	-4.3	4	2	2
FC(F)Sc1ccc(N=C2NN=C(c3ccc4c(c3)OCCO4)CS2)cc1	12	1.6	-2	-28	97	0.0	-2.0	2	-5	-6
Cc1ccc(S(=O)(=O)NCc2nc(-c3ccccc3)no2)cc1	-2	-2.4	-1	-1	99	0.4	-0.4	5	1	0
O=c1oc2c(CN3CCOCC3)c(O)ccc2c2ccccc12	-1	1.5	17	-2	96	0.0	-1.0	-4	0	16
C=CCOc1ccc(CN(C)CC(=O)N(CC(C)C)c2c(N)n(CC(C)C)c(=O)[nH]c2=O)cc1	3	-1.6	0	0	89	-0.1	-2.4	1	2	3
N#Cc1ccc[n+](CC(=O)c2ccc(NC(=O)c3ccccc3)cc2)c1	2	-2.5	-2	6	101	-0.1	-0.7	-3	-1	9
Cc1ccc2c(c1)N(C(=O)CCC(=O)N1CCN(c3cccc(C)c3C)CC1)CCO2	7	1.4	1	-6	94	0.0	0.0	-4	-3	-7
COc1cc(C(=O)OC2CSCC2NC(=O)c2ccccc2)cc(OC)c1OC (stereo not drawn)	7	2.6	-11	3	102	0.0	0.8	-1	4	-4
Cn1cnnc1SC/C(O)=C(\C#N)c1nc2ccccc2[nH]1	2	-1.1	-4	6	117	0.1	1.5	0	4	2
Cc1ccc(OCCC(=O)OCC(=O)N2CCN(S(=O)(=O)c3ccc(C)cc3C)CC2)cc1	8	-0.5	1	13	98	0.0	0.0	-6	0	-13
CSCCC(NC(=O)c1ccccc1)C(=O)N1CCN(C(c2ccccc2)c2ccccc2)CC1 (stereo not drawn)	9	-2.6	1	7	92	0.0	-0.2	9	-6	8
CCOc1cc(C)c(C(C)C)cc1S(=O)(=O)n1cnc(C)c1	-19	0.1	0	1	103	0.1	0.0	-6	3	-4
OC(C#Cc1ccccn1)c1cccs1 (stereo not drawn)	1	-0.6	7	-9	101	-0.2	-3.2	-5	3	-30
COc1ccc(N2CCN(CCNC(=O)CCC(=O)NNc3nc4ccccc4c4nc(C)nn34)CC2)cc1	4	-1.3	-2	-2	107	0.3	0.1	-1	0	3
COCCNc1nc2cc(-c3ccccc3OC)sc2c(=O)n1C	-2	-0.1	12	4	96	-0.7	1.7	0	6	10
COc1ccc(C(=O)c2ccc(Br)cc2)c2ccccc12	-6	2.1	-2	10	97	0.0	-0.5	1	6	-10
CSc1ccc(C(=O)C2CCCN(C(=O)CCn3cncn3)C2)cc1 (stereo not drawn)	-7	0.2	-16	-6	97	-0.1	0.8	4	0	0

Next part:
SMILES	MC4R antagonist	MC4R ag barr	Granule exo inh	ABHD5 PLIN5 PPI	ABCB6 inh 2	aDG glyco act	hiPSC survival	m5-HT2A agonist	N-glyco inh	Cardio protect
COc1ccc(Cc2c(-c3ccccc3)nc3ccc(Br)cn23)c(C)c1	x	x	-1	-12	118	0.5	-1.8	-1	3	0
CCOc1ccc(NC(=O)CSc2nnnn2C2CC2)cc1S(=O)(=O)N1CCCC1	-2	-0.8	10	6	87	0.3	0.4	-5	0	-3
CCC(c1nnnn1CCOC)N1CCN(Cc2ccccc2)CC1 (stereo not drawn)	2	1.2	5	-1	100	0.1	-0.7	-1	1	-2
CC1(C)CC[C@]2(C(=O)O)CC[C@]3(C)C(=CCC4[C@@]5(C)CC[C@H](O)C(C)(C)C5CC[C@]43C)C2C1 (stereo partly drawn)	3	-1.4	56*	0	95	0.2	-1.2	5	-4	-4
Cc1cc(C)nc(SCC(=O)Nc2ccnc3ccccc23)n1	6	-3.6	-2	2	92	6.9	-0.6	3	-2	-26
O=C(O)c1cccc(CN2C(=O)CSC2=O)c1	4	0.1	-1	1	99	-0.2	-1.6	5	4	13

Screens: PubChem, several laboratories
